Screens: PubChem, several laboratories
LAP4-GFP MLPCN: alters LAP4-GFP fluorescence in TOR pathway yeast screen. S. cerevisiae LAP4-GFP multiplex, flow cytometry GFP, 3 h; median GFP as percent of DMSO wells. GFP response vs DMSO, % at 10 µM. hit rate 0.34% among 320,000;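 active = GFP response vs DMSO above a set limit, about the screen mean plus 3 SD, cut at about 150% in these data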
RPL19A-GFP yeast: modulators of TOR pathway RPL19A-GFP in S. cerevisiae; S. cerevisiae RPL19A-GFP strain, flow cytometry, 3 h; stronger effect = lower value; hit rate 0.3% among 330,000; percent response vs DMSO, % at 10 µM;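 active = percent response vs DMSO below 50%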;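 note: median channel GFP fluorescence of the barcoded RPL19A-GFP strain; ratio of sample median GFP to plate DMSO average so 100% = DMSO; lower means less RPL19A-GFP as with rapamycin TOR inhibition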
AHR activator: activates the human aryl hydrocarbon receptor; AHR-responsive luciferase reporter cells, luminescence; activation, % at 5 µM; hit rate 2.5% among 320,000; in the data active = activation above about 47%;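 note: 0% = vehicle wells and 100% = reference agonist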
Target sequence (P35869 whole entry, looked up): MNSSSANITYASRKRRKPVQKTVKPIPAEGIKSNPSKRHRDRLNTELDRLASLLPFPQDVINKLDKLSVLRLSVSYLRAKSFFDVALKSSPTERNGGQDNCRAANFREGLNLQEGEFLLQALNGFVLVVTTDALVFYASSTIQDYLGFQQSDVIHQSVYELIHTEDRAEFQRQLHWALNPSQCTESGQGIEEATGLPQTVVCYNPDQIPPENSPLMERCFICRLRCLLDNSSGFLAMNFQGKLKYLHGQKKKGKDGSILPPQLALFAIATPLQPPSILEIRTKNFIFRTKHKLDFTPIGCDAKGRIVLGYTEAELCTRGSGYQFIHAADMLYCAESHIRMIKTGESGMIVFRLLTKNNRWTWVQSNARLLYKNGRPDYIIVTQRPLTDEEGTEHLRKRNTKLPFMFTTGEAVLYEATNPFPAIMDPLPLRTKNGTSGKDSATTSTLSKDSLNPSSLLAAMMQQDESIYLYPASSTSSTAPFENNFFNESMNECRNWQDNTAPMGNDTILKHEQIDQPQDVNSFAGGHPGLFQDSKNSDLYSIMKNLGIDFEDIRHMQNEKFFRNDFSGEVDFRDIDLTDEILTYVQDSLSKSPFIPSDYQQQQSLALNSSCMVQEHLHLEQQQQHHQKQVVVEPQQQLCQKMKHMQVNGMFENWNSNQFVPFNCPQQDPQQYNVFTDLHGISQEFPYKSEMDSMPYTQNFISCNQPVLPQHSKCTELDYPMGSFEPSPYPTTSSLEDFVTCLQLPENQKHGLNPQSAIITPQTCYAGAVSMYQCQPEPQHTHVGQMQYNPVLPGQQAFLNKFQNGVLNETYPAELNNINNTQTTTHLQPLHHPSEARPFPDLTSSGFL
proCasp7 act: counter-screen: procaspase-7 (human) activation; P55210; recombinant procaspase-7, Ac-DEVD-pNA absorbance 405 nm; D23A/D198A/D206A triple mutant, cannot self-cleave; scale: DMSO 0, 5 µM enzyme 100; activation, % at 8.5 µM; hit rate 0.093% among 330,000; AID 463210;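 active = percent activation above the screen-wide mean plus 3 SD, cut at about 25% in these data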
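Assay system: Uncleavable procaspase-7 mutant enzyme / Input: 2 µM procaspase-7 mutant as dispensed / Dosing: single nominal 8.5 µM compound dose, 0.8% DMSO final / Timing: 1 h enzyme–compound preincubation and 2 h substrate reaction, both 25 °C / Detection: p-Nitroaniline absorbance at 405 nm, read at 0 and 120 min / Replication: singlicate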
AGP1-GFP MLPCN: modulators of TOR pathway AGP1-GFP in S. cerevisiae | S. cerevisiae AGP1-GFP multiplex flow cytometry, 3 h; GFP as percent of DMSO wells | GFP response vs DMSO, % at 10 µM | hit rate 0.02% among 320,000 | AID 2066;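 active = GFP response relative to DMSO above a set limit, near screen average plus 3 SD, cut at about 150% in these data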;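 note: median GFP channel fluorescence of the gated AGP1 strain per well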
MEP2-GFP yeast: yeast TOR pathway MEP2-GFP modulation; S. cerevisiae MEP2-GFP strain, flow cytometry GFP, 3 h; 100% = DMSO control level; GFP response vs DMSO, % at 10 µM; hit rate 0.51% among 330,000; AID 2016;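 active = GFP response versus DMSO above a set limit, roughly screen mean plus 3 SD, cut at about 180% in these data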;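 note: median GFP fluorescence of the barcode-gated MEP2-GFP cells per well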
proCasp3 act: activators of human procaspase-3; recombinant procaspase-3 D3A, Ac-DEVD-pNA absorbance 405 nm; activation, % at 8.5 µM; AID 463141; hit rate 0.11% among 330,000;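 active = activation above the mean of all tested compounds plus 3 SD, cut at about 21% in these data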;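 note: 0% = DMSO alone and 100% = DMSO wells spiked with extra 5 µM PC-3 D3A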
Target sequence (P42574 whole entry D9A/D28A/D175A): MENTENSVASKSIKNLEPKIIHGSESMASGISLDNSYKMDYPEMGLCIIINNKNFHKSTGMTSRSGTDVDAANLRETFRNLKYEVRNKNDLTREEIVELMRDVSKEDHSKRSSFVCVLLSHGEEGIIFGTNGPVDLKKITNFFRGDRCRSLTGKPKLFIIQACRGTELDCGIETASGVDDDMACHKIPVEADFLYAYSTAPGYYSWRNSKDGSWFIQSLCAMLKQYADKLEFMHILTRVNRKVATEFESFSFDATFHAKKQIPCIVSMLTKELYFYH
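Assay system: Procaspase-3 D3A mutant, all three cleavage aspartates alanine. Buffer or medium: Zinc-free HEPES saline buffer with Triton X-100. Times: 1 h compound preincubation, 2 h substrate hydrolysis at 25 °C. Measured by: 405 nm absorbance of p-nitroaniline, reads at 0 and 120 min. Read-out basis: percent activation relative to control range. Replicates: singlicate.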
CIT2-GFP yeast: alters CIT2-GFP fluorescence in TOR pathway yeast screen | GFP response vs DMSO, % at 10 µM | S. cerevisiae CIT2-GFP strain, flow cytometry, 3 h; 100 means same as DMSO wells | AID 2029 | hit rate 0.065% among 320,000;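 active = GFP response relative to DMSO above a set limit, near the screen mean plus 3 SD, cut at about 150% in these data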;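 note: ratio of well median GFP fluorescence to mean of DMSO wells on the plate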
* marks the source's active call; other numbers are inactive results; . = no result given.

SMILES | LAP4-GFP MLPCN | RPL19A-GFP yeast | AHR activator | proCasp7 act | AGP1-GFP MLPCN | MEP2-GFP yeast | proCasp3 act | CIT2-GFP yeast
CCCCN(CC)CCNc1c(NC2CCN(C(=O)OCC)CC2)c(=O)c1=O | 83 | 101 | -2 | -3 | 99 | 91 | 15 | 97
Cc1ccc(S(=O)(=O)c2nc(NCc3ccc4c(c3)OCO4)sc2Cl)cc1 | 97 | 93 | 4 | 0 | 93 | 102 | 4 | 95
CCN(CC)S(=O)(=O)c1cccc(NC(=O)CN(C)Cc2cccc(OC)c2)c1 | 103 | 96 | -1 | 4 | 106 | 96 | -2 | 98
CN(C)P(=O)(Nc1cccc2ccccc12)Nc1cccc2ccccc12 | 111 | 98 | 9 | -6 | 104 | 106 | 0 | 89
CCOCCCNC(=O)c1ccc(NC(C)=O)cc1 | 92 | 94 | 5 | -1 | 93 | 94 | 2 | 83
Cc1cccc(NC(=S)N=Nc2c(O)[nH]c3ccccc23)c1 | 98 | 110 | 23 | 0 | 103 | 114 | 14 | 106
COc1ccccc1NC(=O)C/C(C)=N/NC(=O)c1ccccn1 | 95 | 106 | 12 | 15 | 107 | 102 | 7 | 109
COc1cccc(-c2ccc(NC(=O)C3CCCN(Cc4nccn4C)C3)cc2)c1 (stereo unspecified) | 88 | 94 | 12 | 4 | 86 | 101 | -10 | 85
CC(C)Oc1ccccc1OCCCCn1cnc2ccccc2c1=O | 86 | 95 | 1 | 11 | 90 | 113 | -1 | 92
CCOC(=O)Cc1nnc(NC(=O)CSc2nnc3c4ccccc4n(C)c3n2)s1 | 93 | 95 | 8 | -5 | 92 | 94 | -1 | 98
CCOC(=O)c1ccccc1NC(=O)c1ccc(Cl)c(S(=O)(=O)N2CCOCC2)c1 | 94 | 95 | -1 | 4 | 92 | 98 | 2 | 89
CCCCCOc1ccc(C2NC(=O)NC2=O)cc1 (stereo unspecified) | 87 | 92 | 4 | 7 | 91 | 87 | 6 | 98
CCC(C)(C)n1nnnc1C(C(C)C)N(CCN1CCOCC1)Cc1cc2cccc(C)c2[nH]c1=O (stereo unspecified) | 97 | 96 | 18 | 3 | 94 | 95 | 4 | 90
CCOC(=O)N1N=C(C)CC1(O)c1ccc(Cl)cc1 (stereo unspecified) | 104 | 101 | 4 | -1 | 101 | 97 | 4 | 97
CCOc1ccccc1N(CC(=O)NCC1CCCO1)C(=O)CCC(=O)Nc1nccs1 (stereo unspecified) | 90 | 103 | 4 | -3 | 99 | 106 | -4 | 108
CCCCc1nc2ccccc2c(=O)n1NC(=O)c1c(O)c2ccccc2n(C)c1=O | 100 | 100 | -2 | -1 | 96 | 100 | 3 | 89
CC(NC(=O)c1ccco1)C(=O)N1CCN(c2ccccc2)CC1 (stereo unspecified) | 99 | 98 | 2 | 6 | 104 | 101 | -5 | 133
COc1ccc(CCNC(=O)CC2SC(=NCc3ccccc3)NC2=O)cc1 (stereo unspecified) | 96 | 98 | 3 | -43 | 94 | 107 | -18 | 98
Cc1cc(C(=O)Nc2ccccn2)cs1 | 100 | 94 | -3 | 5 | 98 | 100 | -2 | 103
O=[N+]([O-])c1cccc(S(=O)(=O)Nc2ccc(S(=O)(=O)N3CCCC3)cc2)c1 | 117 | 104 | 0 | -8 | 106 | 131 | -1 | 102
CC(C)c1ccc(C(CC(=O)O)NC(=O)c2cccs2)cc1 (stereo unspecified) | 101 | 100 | 1 | 11 | 94 | 99 | -2 | 101
Cc1cc(C)nc(NC(=NCCc2c[nH]c3ccccc23)NC(=O)Nc2cccc([N+](=O)[O-])c2)n1 | 102 | 98 | 12 | 3 | 97 | 107 | 6 | 99
CC(C)Cn1c(SCC(N)=O)nnc1-c1cccc(S(=O)(=O)N2CCOCC2)c1 | 114 | 103 | 1 | -3 | 112 | 100 | 1 | 108
Cc1nc(NC(=O)c2ccco2)sc1-c1csc(Nc2ccc(Cl)cc2Cl)n1 | 134 | 96 | 88* | 9 | 77 | 97 | 12 | 64
CC(Oc1ccccc1)C(=O)N=C1SC2CS(=O)(=O)CC2N1c1ccccc1 (stereo unspecified) | 92 | 95 | 5 | 1 | 100 | 97 | 2 | 105
Next results:
SMILES | LAP4-GFP MLPCN | RPL19A-GFP yeast | AHR activator | proCasp7 act | AGP1-GFP MLPCN | MEP2-GFP yeast | proCasp3 act | CIT2-GFP yeast
COc1ccccc1/C=N/N1C(=O)C(CC(=O)Nc2ccc([N+](=O)[O-])cc2OC)SC1=Nc1cccc(C)c1C (stereo unspecified) | 112 | 98 | 3 | 3 | 107 | 100 | 2 | 113
O=c1c2ccccc2nc(SCc2ccc([N+](=O)[O-])cc2)n1-c1ccccc1 | 109 | 101 | -1 | 0 | 101 | 106 | 3 | 90
CO/N=C/c1ccc(N2CCN(C(=O)c3cccc(Cl)c3)CC2)c([N+](=O)[O-])c1 | 117 | 93 | 0 | 9 | 98 | 112 | -2 | 88
O=C(COC(=O)c1c(F)cccc1Cl)NC1CCCC1 | 101 | 104 | -1 | -3 | 100 | 107 | 13 | 107
COc1ccc(Cl)cc1NC(=O)CN(C)C(=O)C1CCN(C(=O)Nc2ccccc2)CC1 | 101 | 95 | 0 | 2 | 97 | 97 | 11 | 90
O=C(O)c1nn(CCOc2c(Cl)cccc2Cl)c(=O)c2ccccc12 | 82 | 100 | -1 | -1 | 98 | 104 | 12 | 88
O=C(Cc1ccc(Cl)cc1)NCCc1c[nH]c2ccccc12 | 98 | 106 | 7 | -4 | 103 | 110 | -4 | 103
COc1c(F)c(F)c(C(=O)Nc2c(C)cc(Br)cc2C)c(F)c1F | 95 | 92 | 0 | 6 | 99 | 96 | -1 | 86
COc1ccc(Br)cc1CNC(=O)CN1C(=O)C(c2ccccc2)Oc2cccnc21 (stereo unspecified) | 99 | 98 | 22 | -4 | 101 | 106 | 10 | 109
CCN(CC)c1ccc(C(=O)OCc2cc(=O)oc3cc(O)ccc23)cc1 | 93 | 102 | 3 | 40* | 109 | 110 | 32* | 107
O=C(Nc1cccc(Cl)c1)c1ccc(F)c(S(=O)(=O)NCc2ccc3c(c2)OCO3)c1 | 90 | 98 | 19 | 7 | 93 | 100 | 4 | 96
O=C(Nc1nnc(SCC(=O)N2CCCCC2)s1)c1cccs1 | . | 84 | 5 | 6 | 86 | 84 | 3 | 73
Cc1ccc(S(=O)(=O)N2CCN(C(=O)CCn3cncn3)CC2)cc1 | 99 | 99 | 3 | 0 | 101 | 105 | -2 | 103
Cc1nc(NC(=O)COC(=O)c2cc3c(s2)CCC(C)C3)c(Cl)cc1Cl (stereo unspecified) | 105 | 102 | 2 | -2 | 101 | 101 | -10 | 96
O=C1C2CC=CCC2C(=O)N1n1cnnc1 (stereo unspecified) | 90 | 94 | -1 | 6 | 95 | 95 | 3 | 90
Cc1c(C(=O)Nc2ccc(-n3cnnn3)cc2)oc2ccccc12 | 93 | 93 | 26 | 10 | 86 | 91 | 5 | .
CCN(CC(=O)Nc1ccccc1C(F)(F)F)C(=O)C1CCC1 | 103 | 99 | -1 | 6 | 106 | 102 | -5 | 101
CCOCCCN(CC(=O)NC1CCCC1)C(=O)C(=O)Nc1ccc2c(c1)OCCO2 | 91 | 101 | 3 | 6 | 92 | 97 | -3 | 122
Cc1ccc(NC(=S)NCC2CCN(C(C)c3ccccc3)C2)cc1 (stereo unspecified) | 109 | 97 | 3 | -3 | 101 | 92 | 0 | 93
O=C(Cn1cnc2c(nnn2-c2ccccc2)c1=O)N1CCCc2ccccc21 | 101 | 102 | 2 | 5 | 104 | 103 | 9 | 103
O=C(Nc1ccc(F)c(F)c1)c1cc(S(=O)(=O)N2CCN(c3ccccn3)CC2)ccc1F | 93 | 99 | 1 | 5 | 100 | 94 | 3 | 100
S=c1[nH]nc(-c2cccc(Cl)c2)n1Cc1ccccc1 | 91 | 102 | 0 | -31 | 99 | 98 | -14 | 99
Cc1ccc2c(c1)N(CC(=O)NCC1CCCO1)C(=O)C(C)O2 (stereo unspecified) | . | 93 | 1 | -6 | 93 | 88 | 8 | 83
CC(=O)c1c(C)nc(Nc2nc3ccccc3s2)nc1C | 111 | 97 | 28 | 6 | 105 | 95 | -1 | 95
CN1CCc2c(sc(NC(=O)C3COc4ccccc4O3)c2C(N)=O)C1 (stereo unspecified) | 104 | 97 | 4 | -1 | 95 | 102 | -2 | 93

Single entries from the list:
proCasp7 act result of `COc1c(F)c(F)c(C(=O)Nc2c(C)cc(Br)cc2C)c(F)c1F` → 6
AGP1-GFP MLPCN result of `O=C(Nc1cccc(Cl)c1)c1ccc(F)c(S(=O)(=O)NCc2ccc3c(c2)OCO3)c1` → 93
LAP4-GFP MLPCN result of `O=C(O)c1nn(CCOc2c(Cl)cccc2Cl)c(=O)c2ccccc12` → 82
AGP1-GFP MLPCN result of `O=C1C2CC=CCC2C(=O)N1n1cnnc1` (stereo unspecified) → 95

Entries listed so far that bear a hit mark in AHR activator.
compound,LAP4-GFP MLPCN,RPL19A-GFP yeast,AHR activator,AGP1-GFP MLPCN,MEP2-GFP yeast,proCasp3 act,CIT2-GFP yeast
Cc1nc(NC(=O)c2ccco2)sc1-c1csc(Nc2ccc(Cl)cc2Cl)n1,134,96,88*,77,97,12,64

Next section.
SMILES | LAP4-GFP MLPCN | RPL19A-GFP yeast | AHR activator | proCasp7 act | AGP1-GFP MLPCN | MEP2-GFP yeast | proCasp3 act | CIT2-GFP yeast
CC1Cc2cc(/C=C3/SC(=S)N(C)C3=O)ccc2O1 (stereo unspecified) | . | 98 | 7 | 4 | . | 105 | -18 | .
COc1ccc(CNC(=O)Cc2ccc(-c3ccccc3)cc2)cc1OC | 108 | 111 | -2 | -13 | 101 | 109 | 4 | 99
CCCC(=O)Nc1ccc(Cl)c(NC(=O)c2cccc(OC)c2)c1 | 95 | 109 | 10 | 19 | 103 | 101 | 2 | 101
CC1CCN(c2ccc([N+](=O)[O-])c(SCCO)c2)CC1 | 113 | 99 | 13 | -1 | 101 | 100 | 7 | 89
COP(=O)(OC)c1nc(-c2ccccc2)oc1N1CCOCC1 | 103 | 112 | -3 | 9 | 106 | 119 | 3 | 100
Cc1cc2c3c([nH]c2cc1S(=O)(=O)NCc1ccc(CN2CCCCCC2)o1)CC(C)(C)CC3=O | 101 | 99 | 4 | -3 | 100 | 97 | 1 | 106
Cc1c(Cl)c([N+](=O)[O-])nn1CCCC(=O)Nc1cc(Oc2ccccc2)cc([N+](=O)[O-])c1 | 93 | 98 | 2 | 8 | 99 | 100 | -1 | 95
O=C(NNC(=O)c1ccc(-n2cncn2)c([N+](=O)[O-])c1)c1cccc(Cl)c1 | 107 | 103 | 4 | 5 | 107 | 104 | 2 | 107
Cc1cc(C)nc(SCC(=O)c2ccc(O)c(O)c2)n1 | 79 | 98 | 9 | -2 | 92 | 93 | -6 | 97
O=C(C[n+]1cc(Br)cc2ccccc21)c1ccc(F)cc1 | 89 | 106 | 59* | 6 | 95 | 110 | 2 | 103
Cn1c(/C(C#N)=N/O)nc2ccccc21 | 97 | 94 | 4 | 5 | 105 | 102 | 6 | 108
Nn1c(-c2ccccc2)nc2ccccc2c1=O | 93 | 105 | 39 | -5 | 106 | 96 | 4 | 89
CCCCOc1cccc(C2C(C(=O)c3ccc(C)o3)=C(O)C(=O)N2Cc2ccco2)c1 (stereo unspecified) | 67 | 103 | . | . | 78 | 96 | . | 81
Cc1cc(C(=O)NNC(=O)c2cccc(N(C)C)c2)c(C)o1 | 103 | 99 | 1 | -1 | 103 | 97 | 4 | 103
